MrgX1 antagonist: antagonists of human MrgX1 receptor, primary screen, HEK293 cells, Fluo-4 calcium flux; Mas-related G-protein coupled receptor member X1 (Homo sapiens), Q96LB2; BAM8-22 antagonism; stronger effect = lower value; B-score at 10 µM; hit rate 1.3% among 310,000; AID 588676, 2011;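 active means calcium-response B-score plate-corrected more than 3 library SD below zero, starting fluorescence within 5 deviations, no agonist response on first addition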;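 further: peak minus trough fluorescence over baseline after final BAM8-22 challenge near maximal dose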
TRPC4 block: inhibitors of mouse TRPC4 channel, primary screen, Fluo4 calcium, HEK293 TRPC4beta/mu-opioid cells | Short transient receptor potential channel 4 (Mus musculus), Q9QUQ5 | B-score at 10 µM | AID 2247, 2010 | DAMGO-evoked Fluo4 calcium flux; stronger effect = lower value | hit rate 0.39% among 300,000;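 active means B-score over 3 SD under the library average, no early fluorescence shift, positive overall ratio signal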
Target sequence (Q9QUQ5 whole entry, looked up): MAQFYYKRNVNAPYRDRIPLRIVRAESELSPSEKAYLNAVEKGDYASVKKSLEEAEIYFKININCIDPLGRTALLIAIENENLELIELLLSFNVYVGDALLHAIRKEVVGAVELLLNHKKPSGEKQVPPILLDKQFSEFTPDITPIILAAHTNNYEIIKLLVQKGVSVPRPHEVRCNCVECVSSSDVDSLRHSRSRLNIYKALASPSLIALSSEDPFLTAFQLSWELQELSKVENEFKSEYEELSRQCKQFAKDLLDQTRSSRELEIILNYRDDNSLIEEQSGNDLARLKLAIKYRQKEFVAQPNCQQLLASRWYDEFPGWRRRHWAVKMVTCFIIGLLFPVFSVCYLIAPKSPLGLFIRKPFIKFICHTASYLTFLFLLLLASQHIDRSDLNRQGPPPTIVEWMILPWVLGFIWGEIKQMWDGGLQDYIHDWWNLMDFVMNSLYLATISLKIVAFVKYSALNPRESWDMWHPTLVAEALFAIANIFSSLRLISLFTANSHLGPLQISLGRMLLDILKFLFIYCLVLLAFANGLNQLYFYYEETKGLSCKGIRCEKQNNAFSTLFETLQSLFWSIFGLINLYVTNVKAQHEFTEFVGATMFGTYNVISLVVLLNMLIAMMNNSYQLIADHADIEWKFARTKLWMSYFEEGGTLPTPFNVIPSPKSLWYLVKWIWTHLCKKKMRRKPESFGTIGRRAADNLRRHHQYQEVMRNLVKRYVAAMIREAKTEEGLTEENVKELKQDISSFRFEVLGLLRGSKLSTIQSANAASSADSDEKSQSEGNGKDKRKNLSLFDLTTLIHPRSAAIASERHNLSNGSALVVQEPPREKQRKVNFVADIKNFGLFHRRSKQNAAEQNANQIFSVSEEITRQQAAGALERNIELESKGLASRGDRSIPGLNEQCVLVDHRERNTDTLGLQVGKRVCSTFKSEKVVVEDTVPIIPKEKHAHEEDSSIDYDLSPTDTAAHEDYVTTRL
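System: stable TRPC4beta/mu-opioid receptor HEK293 cells; Dosing: single-point compound dosing; Measured by: Fluo4 Ca2+ flux fluorescence; Read-out basis: per-well B score of integrated baseline-normalized Fluo4 ratio.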
ANO1 activ: TMEM16A chloride channel activators or potentiators, primary screen, cell-based, HTS; HEK293 TMEM16A/YFP-H148Q/I152L, iodide quench fluorescence; stronger effect = lower value; B-score at 10 µM; hit rate 0.3% among 340,000;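 active means fluorescence-ratio B-score plate-corrected deviation score at least 3 library SD below zero, with starting fluorescence score within 5 deviations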;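 further: channel opened by trigger with iodide after compound preincubation; score built on the fluorescence ratio of max minus min over baseline; more negative score means more quench and so TMEM16A activation or potentiation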
RGS4 inh: RGS4 inhibitors, primary screen, cell-based, HEK293 M3R inducible RGS4, calcium flux; Regulator of G-protein signaling 4 (Homo sapiens), P49798; Fluo-4 calcium flux; stronger effect = higher value; triggered by carbachol at its EC20; B-score at 10 µM; hit rate 0.45% among 310,000;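 active means B-score, a plate-corrected calcium signal, over three deviations above library mean, with baseline fluorescence within five deviations of library mean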;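 further: RGS4 expression induced by doxycycline in cells with stable M3 receptor; B-score is computed from the integrated fluorescence ratio over baseline after carbachol; higher B-score means a larger calcium signal and so more RGS4 inhibition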
TRPC6 act: mouse TRPC6 channel activators, primary screen, cell-based, HEK293, membrane potential dye; hit rate 0.13% among 310,000; B-score at 10 µM; Short transient receptor potential channel 6 (Mus musculus), Q61143; AID 2550, 2010; HEK293-TRPC6 membrane potential dye fluorescence; stronger effect = higher value;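 active means B-score of the integrated fluorescence ratio above library mean plus 3 SD, and starting fluorescence ratio within library mean plus 5 SD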;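 further: higher score means more depolarization so channel activation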
TRPC4 agonist: activators of mouse TRPC4 channel, primary screen, Fluo4 calcium, HEK293 TRPC4beta/mu-opioid cells. Short transient receptor potential channel 4 (Mus musculus), Q9QUQ5. Fluo4 calcium fluorescence; stronger effect = higher value. B-score at 10 µM. hit rate 0.49% among 310,000;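 active means B-score above 5 SD of library B-scores, and initial fluorescence ratio not above library mean plus 5 SD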;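 further: positive B-score marks a calcium rise read as TRPC4 activation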
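System – HEK293 cells stably co-expressing mouse TRPC4beta and mu-opioid receptor · Signal – Fluo4 calcium-sensitive dye fluorescence, kinetic, 1 Hz baseline · Benchmarks – buffer (low) and maximal DAMGO (high) · Read-out – B score of integrated fluorescence ratio per well · Incubation – dye loading 45 min room temperature, 110 s kinetic read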
MrgX1 ag: agonists of human MrgX1 receptor, primary screen, HEK293 cells, Fluo-4 calcium flux | hit rate 0.44% among 310,000 | Mas-related G-protein coupled receptor member X1 (Homo sapiens), Q96LB2 | B-score at 10 µM | Fluo-4 calcium fluorescence, agonist mode; stronger effect = higher value | AID 588627, 2011;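 active means calcium response B-score plate-corrected fluorescence ratio at least 3 library SD, with starting fluorescence B-score inside 5 SD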
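Test system: Stable human MrgX1 HEK293 cell line | Schedule: Overnight plating before 1 h dye loading | Read-out basis: Baseline-normalised fluorescence change ratio, B-scored | Detection: Kinetic calcium dye fluorescence, Fluo-4 NW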
ANO1 block: TMEM16A chloride channel inhibitors, primary screen, cell-based, HTS | Anoctamin-1 (Mus musculus), Q8BHY3 | HEK293 TMEM16A/YFP iodide influx fluorescence, ionomycin | normalized B-score (activity score, 25-100; higher = stronger inhibition) at 10 µM | hit rate 1.2% among 310,000;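 active means ratio plate-corrected score three or more library SD toward inhibition, starting fluorescence score within five deviations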;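 further: score derived from kinetic fluorescence span divided by baseline fluorescence per well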
MrgX1 PAM: positive allosteric modulators of MrgX1, primary screen, HEK293 cells, Fluo-4 calcium flux | FDSS; stronger effect = higher value | B-score at 10 µM | hit rate 0.63% among 310,000 | AID 588675, 2011;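 active means plate-corrected calcium response at least 3 library SD above typical, normal starting fluorescence, not activating the receptor alone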;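 further: compound read alongside a low EC10 to EC30 dose of BAM8-22 agonist; peak minus trough fluorescence over baseline measured at the second addition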
TRPC4 PAM: positive allosteric modulators of TRPC4, primary screen, cell-based, mouse TRPC4beta, HEK293 mu-opioid, Fluo-4 calcium; B-score at 10 µM; DAMGO EC20, Fluo-4 Ca2+ flux; stronger effect = higher value; hit rate 0.42% among 310,000;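 active means B-score of calcium response area above 5 SD of library B-scores, with initial fluorescence ratio within 5 SD of library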;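 further: B-score of integrated fluorescence ratio over time as area under calcium response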
TRPC6 inh: mouse TRPC6 channel inhibitors, primary screen, cell-based, HEK293, membrane potential dye; AID 2553, 2010; hit rate 1.1% among 310,000; B-score at 10 µM; ACh-evoked depolarization; stronger effect = lower value;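 active means B-score under library mean minus 3 SD, initial fluorescence not abnormally high, positive integrated signal ratio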;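 further: B-score derived from integrated fluorescence ratio over the kinetic read; more negative B-score means stronger inhibition of depolarization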
* marks the source's active call; other numbers are inactive results; i = inactive; x = not tested or not shown.

Values run as follows: MrgX1 antagonist	TRPC4 block	ANO1 activ	RGS4 inh	TRPC6 act	TRPC4 agonist	MrgX1 ag	ANO1 block	MrgX1 PAM	TRPC4 PAM	TRPC6 inh
O=C(N/N=C/c1cccc2ccccc12)c1n[nH]c2c1CCCC2
    i	i	i	i	i	i	i	i	i	i	i
CCCc1ccc(S(=O)(=O)NCC2CCCN2CC)cc1 (configuration not stated)
    i	i	i	i	i	i	i	i	i	i	i
Oc1ccc(Cn2ccnc2)c2cccnc12
    i	i	i	i	i	i	i	i	i	i	i
Cc1nn(-c2ccccc2)c(C)c1NC(=O)c1ccc(S(=O)(=O)N2CCCC2)cc1
    i	i	i	i	i	i	i	i	i	i	i
Cc1noc(C)c1C(=O)N1CCCC(C(=O)c2cccc(C(F)(F)F)c2)C1 (configuration not stated)
    i	i	i	i	i	i	i	i	i	i	i
COc1ccccc1N(C(C)=O)C1SC(=O)N(c2ccccc2)C1=O (configuration not stated)
    i	i	i	i	i	i	i	i	i	i	i
O=C(COC(=O)C12CC3CC(CC(C3)C1)C2)Nc1ccc([N+](=O)[O-])cc1Br
    i	i	i	i	i	i	i	i	i	i	i
N#Cc1nc(-c2ccc(OCc3ccccc3)cc2)oc1N1CCOCC1
    i	i	i	i	i	i	i	i	i	i	i
COc1ccc(CC(=O)OCC(=O)Nc2ccc(N3CCOCC3)cc2)cc1
    i	i	i	i	i	i	i	i	i	i	i
CCOc1cc(C2C(C#N)=C(N)OC3CCCC(=O)C32)ccc1OCCN1CCOCC1 (configuration not stated)
    i	i	i	i	i	i	i	i	i	i	i
Cc1cccc(NC(=O)Nc2ccc3c(c2)CCC3)c1
    i	i	i	i	i	i	i	i	i	i	i
CCOc1ccc(CCNC(=O)C(C)N2C(=O)CC(C)(C)Sc3ccccc32)cc1 (configuration not stated)
    i	i	x	i	i	i	i	i	i	i	i
Cc1ccccc1-n1c(SCC(=O)N(C)C2CCS(=O)(=O)C2)nc2ccccc2c1=O (configuration not stated)
    i	i	i	i	i	i	i	i	14*	i	i
O=C(O)C1CCCCC1C(=O)Nc1cccc(Br)c1 (configuration not stated)
    i	x	i	x	x	x	i	i	i	x	x
COc1ccccc1NC(=O)c1cc(S(=O)(=O)NCc2ccccc2)ccc1F
    i	i	i	i	i	i	i	i	i	i	i
CCCN(C(=O)c1ccccc1Cc1ccccc1)C1CCS(=O)(=O)C1 (configuration not stated)
    i	i	i	i	i	i	i	i	i	i	i
CCN(CC)S(=O)(=O)c1ccc(O)c(NC(=O)c2cc(-c3cc(OC)c(OC)c(OC)c3)nc3ccccc23)c1
    i	i	i	i	i	i	i	i	i	i	i
CCCC1CCC(C(=O)Nn2cnc3ccccc3c2=O)CC1 (configuration not stated)
    i	i	i	i	i	i	i	i	i	i	i
FC(F)(F)c1ccc(-c2n[nH]c(=S)o2)nc1
    i	i	i	i	i	i	i	i	i	i	i
COCCCNC(=S)N(CCCO)Cc1cc2cc3c(cc2[nH]c1=O)OCCO3
    i	i	i	i	i	i	i	i	i	i	i
O=C(Nc1nnc(SCc2ccccc2)s1)c1cccc([N+](=O)[O-])c1
    i	i	i	i	i	i	i	i	i	i	i
CCOC(=O)C1=C(COC(=O)CCOc2cccc(C)c2)NC(=O)NC1C (configuration not stated)
    i	i	i	i	i	i	i	i	i	i	i
O=C(NC1CC1)c1sccc1-n1cccc1
    i	i	i	i	i	i	i	i	i	i	i
CC(C)NC(=O)CSc1nc(-c2cccs2)cc(-c2ccccc2)c1C#N
    i	i	i	i	i	i	i	i	i	i	i
FC(F)(F)c1ccc(Sc2nnc(-c3cccs3)n2CC2CCCO2)nc1 (configuration not stated)
    i	i	i	i	i	i	i	i	i	i	i
COc1ccc(Br)cc1C1CC(=O)C(C)C(c2cc(Br)ccc2OC)N1 (configuration not stated)
    i	i	i	i	i	i	i	i	i	i	i
CCn1nc(C)c(/C=N/NC(=O)Cc2ccc(Cl)cc2)c1C
    i	i	i	i	i	i	i	i	i	i	i
O=c1c(C=NCCCO)c(-c2ccccc2)[nH]n1-c1nc2ccccc2s1
    i	i	i	i	i	i	i	i	i	i	i
O=C(N/N=C/C=C\c1ccccc1[N+](=O)[O-])c1cccs1
    i	i	i	i	i	i	i	i	i	i	i
O=C1N=C(N2CCCCC2)SC1=C1CCCCC1
    i	i	i	i	i	i	i	i	i	i	i
CC(=O)c1ccc(N2CCN(C(=O)c3nn(C)c4c3CS(=O)(=O)c3ccccc3-4)CC2)cc1
    i	i	i	i	i	i	i	i	i	i	i
Nc1c(C(=O)NCc2cccnc2)sc(=S)n1-c1ccccc1
    i	i	i	i	i	i	i	i	i	i	i
O=C1c2ccsc2SCCN1Cc1cccc(F)c1
    i	i	i	i	i	i	i	i	i	i	i
CCOc1ccc(/C=C/C(=O)NC2CCCCC2)cc1
    i	i	i	i	i	i	i	i	i	i	i
C=CCNC1=C(Cl)C(=O)N(c2cccc(Cl)c2Cl)C1=O
    i	i	i	i	i	i	i	i	i	i	i
CCOC(=O)c1ccc(N2CCN(c3cc(C)ccc3C)CC2)c(N)c1
    i	i	i	i	i	i	i	i	i	i	i
CSCCC1NC(=O)N(CC(=O)Nc2c(Cl)cc(Cl)cc2Cl)C1=O (configuration not stated)
    i	i	i	i	i	i	i	i	i	i	i
CCN(CC)c1ccc(C2N(C(=O)N3CCOCC3)CCN2S(=O)(=O)c2ccc(C)cc2)cc1 (configuration not stated)
    i	i	i	i	i	i	i	i	i	i	i
Cc1ccc(-c2csc(/C(C#N)=C/Nc3ccccc3SC(F)(F)F)n2)cc1
    i	i	i	i	i	i	i	i	i	i	i
CC(C)C[C@H]1CN=C(Nc2ccccc2)N1CC1CCCCCC1
    i	x	i	x	x	x	i	i	i	x	x
Cc1cc2c(cc1S(=O)(=O)N(C)c1ccccc1)NC(=O)CO2
    i	i	i	i	i	i	i	i	i	i	i
O=C(CCc1ccccc1)NC(=S)Nc1ccc(S(=O)(=O)N2CCOCC2)cc1
    i	i	i	i	i	i	i	i	i	i	i
COc1cc2c(cc1NC(=O)C(C)NCc1ccccc1)oc1ccccc12 (configuration not stated)
    i	i	i	i	i	i	i	i	i	i	i
Cc1ccc(Nc2nc(N)nc(CN3CCCCCC3)n2)cc1
    i	i	i	i	i	i	i	i	i	i	i
COc1ccc(CNC(=O)C(C)OC(=O)CN2C(=O)COc3ccccc32)cc1 (configuration not stated)
    i	i	i	i	i	i	i	i	i	i	i
COc1ccc(CN(C2CCCC2)S(=O)(=O)c2ccc(-n3cnnn3)cc2)cc1OC
    i	i	i	i	i	i	i	i	i	i	i
COc1ccc([C@@H]2[C@@H](C(=O)C(C)(C)C)N3N=Cc4ccccc4[C@@H]3C23C(=O)OC(C)(C)OC3=O)cc1OC
    i	i	i	i	i	i	i	i	i	i	i
CC(CCc1ccccc1)N1CCN(C)CC1 (configuration not stated)
    i	i	i	i	i	i	i	i	i	i	i
Cc1ccc2oc(-c3cccc(NC(=O)Cc4cccs4)c3)nc2c1
    i	i	i	i	i	i	i	i	i	i	i
COC(=O)c1ccc(NS(=O)(=O)c2ccc(OC)cc2)cc1
    i	i	i	i	i	i	i	100*	i	i	i
COC(=O)c1ccc(NC(=O)C(=O)N2CCCC2)cc1
    i	i	i	i	i	i	i	i	i	i	i
CCOC(=S)SCc1cn2ccc(C)cc2n1
    i	i	i	i	i	i	i	i	i	i	i
C=CCNC(=O)C(=O)NCCCN1CCOCC1
    i	i	i	i	i	i	i	i	i	i	i
COc1cc(NS(=O)(=O)c2ccc(Nc3nc(-c4ccccn4)cs3)cc2)nc(OC)n1
    i	i	i	i	i	i	i	i	i	i	i
CC(C)[C@@H]1NC(=O)c2cc([N+](=O)[O-])cc(I)c2NCCC[C@@H](C(=O)NC(CC(=O)O)C(N)=O)NC(=O)[C@H](CO)NC1=O (some centres not stated)
    i	i	i	i	i	i	i	i	i	i	i
C/C(=N\NC(=O)c1c(Cl)c(C)nn1C)c1ccc(NC(=O)c2ccncc2)cc1
    i	i	i	i	i	i	i	i	i	i	i
COc1ccc(NC(=O)C2(c3ccc(NC(=O)c4ccc(C)cc4)cc3)CCCC2)cc1
    i	i	i	i	i	i	i	i	i	i	i
CCOC(=O)c1cc(C)n(CCc2ccccc2)c1C
    i	i	i	i	i	i	i	i	i	i	i
CCOC(=O)/C(C)=N/Nc1nc(-c2ccc(NC(C)=O)cc2)cs1
    i	i	i	i	i	i	i	i	i	i	i
O=C(O)/C=C/C(=O)Nc1ccccc1-c1ccccc1
    i	i	i	i	i	i	i	i	i	i	i

(more compounds)
Values run as follows: MrgX1 antagonist	TRPC4 block	ANO1 activ	RGS4 inh	TRPC6 act	TRPC4 agonist	MrgX1 ag	ANO1 block	MrgX1 PAM	TRPC4 PAM	TRPC6 inh
COc1cccc(Nc2nc(N)c([N+](=O)[O-])c(N3CCOCC3)n2)c1
    i	i	i	i	i	i	i	i	i	i	i
Cc1ccc(NC(=O)N2CCC(=O)N2)cc1
    i	i	i	i	i	i	i	i	i	i	i
Cc1nn(-c2ccccc2)c(CC(C)(C)C(=O)O)c1C(=O)O
    i	i	i	i	i	i	i	i	i	i	i
COc1cc(CCNC(=O)c2cnn3ccccc23)cc(OC)c1OC
    i	i	i	i	i	i	i	i	i	i	i

Bioassay records as filed in PubChem BioAssay.
